APJ ag – agonists of human APJ apelin receptor; P35414; CHO-K1 APJ PathHunter beta-arrestin, luminescence; 0% DMSO wells, 100% apelin; 0.11% of 330,000 active; activation, % at 20 µM;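 active = activation more than six SD over the plate average, tested at 20 µM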;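 note: 0% = DMSO alone and 100% = apelin-13 at 10 nM; some results filed as inactive read as strong as hits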
Target sequence (P35414 whole entry, looked up): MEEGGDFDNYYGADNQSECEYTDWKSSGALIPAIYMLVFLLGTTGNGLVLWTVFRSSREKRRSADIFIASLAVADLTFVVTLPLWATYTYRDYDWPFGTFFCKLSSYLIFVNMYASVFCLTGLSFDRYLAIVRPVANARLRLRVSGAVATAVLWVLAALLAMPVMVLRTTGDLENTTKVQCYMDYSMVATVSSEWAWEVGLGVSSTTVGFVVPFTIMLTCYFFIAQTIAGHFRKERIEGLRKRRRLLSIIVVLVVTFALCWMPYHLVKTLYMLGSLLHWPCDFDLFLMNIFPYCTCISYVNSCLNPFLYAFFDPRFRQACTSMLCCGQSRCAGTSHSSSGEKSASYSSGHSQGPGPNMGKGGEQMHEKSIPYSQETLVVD
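Incubation: overnight seeding, 90 min compound at 25 °C, 1 h detection; test system: PathHunter CHO-K1 APJ (AGTRL-1) beta-arrestin reporter cells; amount: 1000 cells/well; doses: one dose, 20 µM compound, 1% DMSO; measured by: beta-gal luminescence; measure: agonist-driven arrestin binding to APJ; benchmarks: negative DMSO alone, positive Apelin-13 at 10 nM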
TIM10 inh – inhibits growth of TIM10 yeast strain. inhibition, % at 10 µM. 1.4% of 330,000 active. S. cerevisiae TIM10 strain growth, BacTiter-Glo luminescence, 24 h;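 active = inhibition of 40% or more at the single tested concentration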;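 note: wild-type TIM10 isogenic control strain grown at permissive 25 °C; 0% = DMSO yeast wells and 100% = minimal medium wells without yeast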
MPTP block – permeability transition pore inhibition. isolated mouse mitochondria, Ca2+ swelling absorbance, 30 min. inhibition, % at 10 µM. 1.4% of 360,000 active;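 active = inhibition of 50% or more, scaled per plate between neutral and stimulator controls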;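 note: 0% = DMSO wells given calcium and 100% = 1 mM EGTA wells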
MIN6 prolif – inducers of beta-cell replication in MIN6 cells | MIN6 cells proliferation, ATPlite luminescence, 48 h; cells starved in 0.2% serum; 100% = growth in 10% serum | proliferation, % at 10 µM | 0.29% of 330,000 active | AID 2380;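 active = compounds whose signal lies at least 3.5 SD above the mean of all wells on their plate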;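 note: 0% = DMSO-treated cells in low-serum medium and 100% = 10% serum control; some compounds called inactive have numbers as strong as hits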
APJ antagonist – antagonists of human APJ apelin receptor; inhibition, % at 20 µM; AID 2521; CHO-K1 APJ beta-arrestin complementation, luminescence; 0.32% of 330,000 active; P35414;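 active = inhibition above about 40% at 20 µM, limit read from the data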;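 note: cells challenged with 10 nM apelin-13 agonist together with compound; plate controls were apelin-13 plus DMSO wells for no effect and DMSO wells lacking apelin-13 for full effect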
GRIN3A LBD mod – NR3A (human) ligand-binding domain modulation | NR3A LBD differential scanning fluorimetry, Tm shift; 0% = protein alone, 100% = glycine-bound protein | Tm shift relative to glycine control, % at 25 µM | 2.5% of 340,000 active;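 active = melting temperature shift of at least 10% of the positive control shift, at one fixed dose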
tim23-1 inh – growth inhibitors of tim23-1 mutant yeast. S. cerevisiae tim23-1 growth, BacTiter-Glo luminescence, 24 h. inhibition, % at 20 µM. 1.3% of 330,000 active. AID 463212;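 active = growth inhibition of the mutant yeast at or above 50%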;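 note: temperature-sensitive mutant grown at 25 °C; plate controls were DMSO-treated mutant yeast for no effect and medium wells lacking yeast for full effect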
NLRP3 yeast inh – NALP3 inhibition in yeast; Yeast reconstituted NLRP3/ASC/caspase-1, beta-gal luminescence, 24 h; inhibition, % at 10 µM; 0.39% of 330,000 active;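 active = inhibition of 50% or more; inactive = inhibition below 50%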;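 note: plate controls were induced DMSO wells for no effect and uninduced yeast grown without galactose for full effect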
tim10-1 inh – tim10-1 yeast growth inhibition; S. cerevisiae tim10-1 ts strain growth, BacTiter-Glo, 24 h; inhibition, % at 20 µM; 2.2% of 330,000 active; AID 463190;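 active = inhibition of at least 40%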;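 note: mutant grown at 25 °C; 0% = DMSO wells with yeast and 100% = wells holding no yeast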
Numbers without * were called inactive. Not a hit list; any-hit rate near 7.2%.

SMILES	APJ ag	TIM10 inh	MPTP block	MIN6 prolif	APJ antagonist	GRIN3A LBD mod	tim23-1 inh	NLRP3 yeast inh	tim10-1 inh
COc1ccccc1N(C(=O)CNC(=O)c1ccco1)C(C(=O)NC1CCCC1)c1ccncc1 (stereo not given)	-1.7	5.5	-1.7	-2.1	14.2	0.7	11.7	12.7	11.4
Cc1ccc(-c2nc3c(=O)n(C)c4ccccc4c3o2)cc1	-1.3	57.6*	4.3	-1.8	0.3	-1.3	45.2	13.3	52.3*
Cc1cc(C)c(NC(=O)CS(=O)CC(=O)N2CCN(c3ccc(F)cc3)CC2)c(C)c1 (stereo not given)	-4.0	7.0	-0.9	2.2	-29.7	-1.9	7.5	10.6	-17.5
COc1ccccc1NC(=O)Nc1ncccc1C	-3.4	-2.6	2.3	1.2	-18.8	0.3	21.3	60.4*	-2.9
O=C(/C(=C(/[O-])c1ccccc1)[n+]1ccccc1)c1ccc([N+](=O)[O-])cc1	0.9	2.9	0.6	-1.8	1.2	-6.5	-0.5	-4.4	11.6
COc1ccc(N(CC(=O)Nc2ccc3c(c2)OCO3)S(=O)(=O)c2ccccc2)c(OC)c1	0.4	26.4	-0.1	0.2	-11.5	1.5	29.0	8.9	28.2
O=C(NC1CCS(=O)(=O)C1)N1CCCCC1 (stereo not given)	-1.7	-9.5	-1.4	4.2	7.3	-21.9	9.6	10.2	2.0
CCNS(=O)(=O)c1cc(Br)ccc1OC	-2.1	17.9	1.6	-0.6	-15.3	0.0	25.0	-8.9	8.5
NS(=O)(=O)c1ccc(CNC(=O)C2CCCN2C(=O)c2cccs2)cc1 (stereo not given)	1.4	-9.4	-1.0	-3.2	4.2	-1.0	-3.9	9.2	-17.1
CC(CCc1ccccc1)NC(=O)CNc1cccc([N+](=O)[O-])c1 (stereo not given)	-5.1	20.4	1.4	-2.5	20.4	0.8	22.5	17.8	6.5
Cc1ccc(Nc2nc(NCCCN3CCOCC3)nc(N)c2[N+](=O)[O-])cc1C	-1.1	15.0	66.6*	1.9	-5.2	-4.9	-15.6	2.3	11.1
CCOC(=O)C(C(=O)NCc1ccc(C)cc1)c1ncc(C(F)(F)F)cc1Cl (stereo not given)	-2.8	-8.7	-2.6	-1.9	13.2	-1.5	11.5	15.0	10.7
CN1CCN(c2nc(Nc3cccc(C(F)(F)F)c3)nc(N3CCOCC3)n2)CC1	-0.7	6.6	-2.4	-5.5	1.0	3.4	4.6	18.8	11.4
CCCCOc1ccc(NC(=O)CSc2cccc3cccnc23)cc1	-1.5	12.8	6.7	0.7	-4.7	0.3	7.8	5.3	10.5
Cc1ccc(NC(=O)CN2C(=O)S/C(=C\c3cc(C)n(-c4cccc(C(=O)O)c4)c3C)C2=O)cc1	-2.6	7.5	-1.8	-3.6	-6.6	-2.3	11.0	10.1	12.2
CCN(CCNC(=O)C1=C(C)C(=O)OC12CCC(C)CC2)c1ccccc1 (stereo not given)	-1.3	2.2	3.5	1.0	-11.5	-0.1	32.3	11.8	11.0
Cc1c(OC(C)C(=O)NCc2ccncc2)ccc2c3c(c(=O)oc12)CCCC3 (stereo not given)	4.1	9.8	0.8	0.4	4.1	-1.1	9.6	14.1	10.5
O=C(COC(=O)C1=COCCO1)NCc1ccc(F)cc1	1.4	4.9	1.4	4.3	4.9	-0.6	13.2	13.4	12.3
Cc1ccc(NC(=O)C(C)Sc2nnc(-c3cccnc3)o2)cc1 (stereo not given)	-4.1	-9.7	-0.3	-3.1	0.4	1.0	-10.5	8.7	5.6
COc1ccc2c(c1)-c1c(ssc1=S)C(C)(C)N2S(=O)(=O)c1ccc(C)cc1	-5.7	23.7	3.1	-4.3	30.4	-1.4	39.7	20.3	30.0
Fc1ccc(COc2ccccc2CNCc2ccncc2)cc1	2.0	17.6	-0.1	0.0	5.4	-9.6	25.6	5.4	16.9
COc1ccc([N+](=O)[O-])cc1NC(=O)C(C)OC(=O)c1ccccn1 (stereo not given)	-0.3	1.6	0.5	-5.0	10.5	-2.1	9.4	10.7	-1.2
CCCCc1nc2cc(C(=O)N3CCCC(COC)C3)ccc2o1 (stereo not given)	-6.0	11.1	1.8	5.4	-6.2	0.4	22.6	4.9	17.7
COc1ccc(OC)c(NC(=O)CNC(c2ccccc2)c2ccccc2)c1	-3.9	-7.7	0.1	-7.0	14.5	0.0	18.2	3.7	22.0
COc1ccc2c(c1)c1nc3ccccc3nc1n2Cc1ccc(OC(C)C)c(OC)c1	-4.7	23.9	1.1	-6.1	4.0	-6.0	17.8	9.3	20.2

Next section
SMILES	APJ ag	TIM10 inh	MPTP block	MIN6 prolif	APJ antagonist	GRIN3A LBD mod	tim23-1 inh	NLRP3 yeast inh	tim10-1 inh
CCOC(=O)c1sc2ncnc(N3CCN(C(=O)OCC)CC3)c2c1C	-3.8	-4.8	-0.7	0.1	3.6	-0.7	3.9	19.5	-9.9
C/C(=N\Nc1cccc2cccnc12)c1ccc(N)cc1	0.3	4.3	-0.5	-2.1	-11.6	0.3	13.3	15.5	5.4
COc1ccc(NC(=O)CN(C)C(=O)CCC2CCCC2)cc1	-0.9	8.9	-0.1	1.6	-19.6	0.6	5.8	26.1	7.2
Cc1nn(Cc2ccccc2Cl)c(C)c1NC(=O)NC12CC3CC(CC(C3)C1)C2	-10.8	39.4	-0.5	-2.4	9.1	0.4	15.4	18.1	25.1
CCOC(=O)c1sc(NC(=O)c2ccc(S(=O)(=O)N(C)C)cc2)nc1C	-0.9	-17.4	0.3	-1.5	2.7	-1.8	14.2	13.3	-0.4
CCOc1ccccc1/C=N/NC(=O)CSc1n[nH]c(=O)[nH]c1=O	-0.4	-5.3	2.3	-2.7	-2.4	-1.7	8.8	9.6	12.5
Cc1cc(C(=O)Nc2ccc(Cl)cc2)c(C)n1Cc1cccs1	-3.7	-4.4	6.0	-4.0	7.7	3.6	44.5	8.5	27.9
CCC1CCC2(CC1)NC(=O)N(CC(=O)c1c(C)[nH]c3ccccc13)C2=O (stereo not given)	0.0	-2.1	-23.7	-1.3	9.6	-11.2	10.4	2.0	24.8
COC(CN1CCc2c(C)nc3c(C#N)cnn3c21)OC	-3.7	5.9	-1.3	-1.8	2.8	-1.2	13.9	6.1	12.8
CC(=O)c1ccc(NC(=O)c2ccc3c(=O)n4c(nc3c2)CCCCC4)cc1	10.9	-2.4	-0.2	0.3	-1.4	1.2	13.9	15.2	6.3
CCOC(=O)CSc1nnc(CNC(=O)c2cccs2)n1Cc1ccccc1	-2.1	-11.9	0.1	-3.0	14.9	0.6	1.8	-3.4	30.3
Cc1ccccc1NC(=O)COC(=O)CCSc1ccccc1	-2.7	5.7	-0.9	2.5	11.3	-0.7	27.5	6.9	12.2
CCn1c(P(C)(=O)O)nc2cc(NC(=O)c3ccccc3Cl)ccc21	-5.4	-0.9	0.4	-0.3	-10.2	-0.1	16.7	7.8	3.0
O=C1CC(N2CCc3ccccc32)C(=O)N1c1ccccc1 (stereo not given)	1.9	-1.6	0.5	-0.3	17.2	-2.5	10.6	12.0	2.7
COc1cc2c(C#N)c(N3CCN(c4ccccc4OC)CC3)nc(N)c2c(N)n1	8.1	32.6	1.5	-2.5	-9.8	0.8	37.1	11.2	25.3
COc1cc(/C=C2\SC(=O)N(CCNC(=O)c3sc4cc(F)ccc4c3Cl)C2=O)cc(OC)c1OC	-1.5	1.2	0.6	-3.3	-6.8	2.1	-6.1	4.1	4.7
O=C(COC(=O)Cc1ccccc1[N+](=O)[O-])NCc1ccc(Cl)cc1	3.9	4.7	1.0	-3.4	7.9	-1.6	7.0	-9.6	23.0
COc1ccc(NC(=O)C2C(c3ccccc3)C2(Cl)Cl)c(OC)c1 (stereo not given)	1.1	3.7	2.9	-4.3	3.3	-1.4	14.6	21.4	-0.6
CCOC(=O)NNC1CC(=O)N(c2ccc(OC)cc2)C1=O (stereo not given)	-1.2	2.9	-0.6	-2.1	24.8	-0.1	3.9	21.9	2.6
O=C(Nc1nccs1)c1ccc(Br)c(S(=O)(=O)N2CCCC2)c1	9.7	13.7	-0.4	1.3	8.5	-1.7	32.6	-46.7	32.7
S=C(Nc1ccccc1)Nc1ccc(Br)cc1	-0.8	-2.7	94.9*	-5.2	-7.4	4.2	36.2	15.7	7.1
O=C(Nc1ccccc1)c1cccnc1NCCc1ccccc1	-2.1	27.6	2.6	0.0	0.4	-7.0	44.4	10.4	40.4*
COc1ccc(-c2cc(N3C(=O)Nc4ccccc4N3O)n[nH]2)cc1OC	2.2	5.4	1.2	0.0	-0.3	-8.5	-0.1	8.8	10.2
COc1ccc(C(=O)Nc2ccc(-c3nnn(CC(=O)NCc4ccco4)n3)cc2)cc1	-0.3	-11.5	1.7	-6.5	3.2	1.9	-1.7	29.4	-0.1
CN1CCC(N(CCc2ccccc2)C(=O)CCC(=O)O)CC1	0.5	7.7	1.0	-1.6	-8.8	-2.2	8.5	5.8	-7.4

Next records follow:
SMILES	APJ ag	TIM10 inh	MPTP block	MIN6 prolif	APJ antagonist	GRIN3A LBD mod	tim23-1 inh	NLRP3 yeast inh	tim10-1 inh
Cc1ccc(NC(=O)CSc2nnc(-c3cccnc3)n2CCN2CCCCC2)cc1	-1.5	8.4	-0.4	-0.8	5.9	-6.1	1.6	-7.5	-8.4
CC(C)OCCCNC(=O)CCN1C(=O)COc2ccccc21	0.5	6.2	-0.6	-0.5	6.4	-2.2	3.1	4.5	15.7
CCOCCCNC(=O)N[C@H](C(=O)OC)C(C)CC (stereo not given in full)	-1.2	13.2	0.9	-1.8	11.7	3.5	17.2	8.8	2.9
CC(OC(=O)c1ccc(Cl)nc1)C(=O)NC1CCCC1 (stereo not given)	-3.7	2.2	-3.1	0.5	-0.5	2.2	8.7	8.1	8.0
N#Cc1ccc(C(=O)N(Cc2ccccc2)c2ccccc2)cc1	-2.1	18.8	-0.5	-2.5	7.5	-3.5	26.0	14.5	29.1
COC(=O)c1ccccc1NC(=O)c1cc[n+]([O-])cc1	-0.2	-3.4	-0.9	-2.7	-4.5	-1.4	2.0	5.8	8.9
COc1ccc(C(=O)NCC(=O)OCc2ccccc2F)cc1	-1.8	-5.9	-0.1	-0.3	-9.4	-1.2	21.6	6.1	18.3
CC(NC(=O)c1ccco1)C(=O)N1CCN(c2cccc(C(F)(F)F)c2)CC1 (stereo not given)	-2.6	-10.8	0.5	-0.8	2.8	0.3	-2.7	14.7	-1.7
O=C(CN1C(=O)NC2(CCc3ccccc3C2)C1=O)NCc1ccco1 (stereo not given)	-3.5	-1.4	-0.8	-0.2	-2.8	-0.6	10.7	13.0	-4.8

6 structures already listed, ordered by SMILES length, largest number first.
SMILES	APJ ag	TIM10 inh	MPTP block	MIN6 prolif	APJ antagonist	GRIN3A LBD mod	tim23-1 inh	NLRP3 yeast inh	tim10-1 inh
CC(NC(=O)c1ccco1)C(=O)N1CCN(c2cccc(C(F)(F)F)c2)CC1 (stereo not given)	-2.6	-10.8	0.5	-0.8	2.8	0.3	-2.7	14.7	-1.7
Cc1ccc(NC(=O)CSc2nnc(-c3cccnc3)n2CCN2CCCCC2)cc1	-1.5	8.4	-0.4	-0.8	5.9	-6.1	1.6	-7.5	-8.4
O=C(CN1C(=O)NC2(CCc3ccccc3C2)C1=O)NCc1ccco1 (stereo not given)	-3.5	-1.4	-0.8	-0.2	-2.8	-0.6	10.7	13.0	-4.8
N#Cc1ccc(C(=O)N(Cc2ccccc2)c2ccccc2)cc1	-2.1	18.8	-0.5	-2.5	7.5	-3.5	26.0	14.5	29.1
CC(C)OCCCNC(=O)CCN1C(=O)COc2ccccc21	0.5	6.2	-0.6	-0.5	6.4	-2.2	3.1	4.5	15.7
CCOCCCNC(=O)N[C@H](C(=O)OC)C(C)CC (stereo not given in full)	-1.2	13.2	0.9	-1.8	11.7	3.5	17.2	8.8	2.9

Compound activity (PubChem BioAssay)
